# Bioassay records as filed in PubChem BioAssay.
# B2AR arrestin: qHTS assay of beta-arrestin-biased ligands of beta2-adrenergic receptor; Beta-2 adrenergic receptor (Homo sapiens), P07550; beta-arrestin recruitment to beta2AR, cell-based reporter; Potency, µM (top dose mostly 46.1 µM), for the others: at the highest dose activation, usual class: activators; 330,000 compounds, 0.02% hits; AID 492947, 2010;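 note: potency is the fitted concentration of half-maximal effect; 0% = DMSO controls and full agonism = EC100 isoproterenol or metaproterenol; nearly all actives have a fitted effect of over 65% in size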
# AT treatment: qHTS Assay for Identifying a Potential Treatment of Ataxia-Telangiectasia | […] A-T fibroblasts, KAP-1 phosphorylation AlphaLISA; neocarzinostatin DNA damage 30 min before lysis | Potency, µM (titrated, usually from 57.5 µM), for the others: at the highest dose activation, hits mostly activators | 320,000 compounds, 0.19% hits | AID 485349, 2010; note: potency is the fitted concentration of half-maximal effect; % of control where 0% means no effect; nearly all actives have a fitted effect of over 45% in size
#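 ATM-like activity read as KAP-1 phosphorylation via AlphaLISA donor/acceptor antibody pairs after lysis and 6 hr at 25C. Cells were ATM-null patient fibroblasts ([…], hTERT), dosed 60 min, then exposed to the DSB inducer NCS for 30 min.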
# ELG1 DNA repair: qHTS screen for small molecules that inhibit ELG1-dependent DNA repair in human embryonic kidney (HEK293T) cells expressing luciferase-tagged ELG1; HEK293T ELG1-luciferase reporter, luminescence, 16 h; DNA damage induced by 5-fluorouridine; Potency, µM (titrated, usually from 46.1 µM), for the others: at the top dose activity change, negative = inhibition, hits mostly inhibitors; 330,000 compounds, 2.3% hits; AID 504467, 2011; note: potency is the fitted concentration of half-maximal effect; % is set by controls: 0 for no effect and ±100 for the full control effect; nearly all actives have a fitted effect of over 55% in size
#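 Luminescence from the luciferase reporter, measured 30 min after ONE-Glo reagent at room temperature, was the read-out. Beforehand, 2,000 cells per well were exposed for 16 hr at 37 °C to 5-fluorouridine together with compound or vehicle.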
# PTAP TSG101 blk: qHTS Assay for Iinhibitors of HIV-1 Budding by Blocking the Interaction of PTAP/TSG101; Fluorescence polarization, FITC-PTAP peptide / Tsg101 binding; Potency, µM (titrated, usually from 115 µM), for inactives: at the top dose activity change, negative = inhibition, usual class: inhibitors; 340,000 tested, under 10 active; active = well fitted inhibition curve with a large enough effect in the main read-out, with a control signal flat, not every such curve was filed as active; inconclusive = small, poorly fitted or top-dose-only effect, or effect the other way, or a change in a side signal; inactive = no such curve, though single readings can be large or run the other way; note: potency is the fitted concentration of half-maximal effect; % of control where 0% means no effect
#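 Fluorescence polarization binding of Tsg101 binding domain (10 uM final) to FITC-labeled PTAP peptide (50 nM final) in HEPES pH 7.5 buffer with NaCl, Tween 20, EDTA, TCEP. Compounds added before peptide; binding 20 min at RT.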
# p53 reactivation: qHTS assay for re-activators of p53 using a Luc reporter; H1299 p53-A138V BP100-luciferase reporter, luminescence, 24 h; Potency, µM (top dose mostly 92.2 µM), without a hit: at the highest dose activity change, positive = activation, most hits filed as activators; 320,000 compounds, 0.063% hits; AID 504706, 2011; note: potency is the fitted concentration of half-maximal effect; % of control where 0% means no effect; nearly all actives have a fitted effect of over 45% in size
#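 H1299 (p53-null), stable ts p53-A138V + BP100-Luc; 1000 cells/well, Opti-MEM/10% FBS; cpd 4 pt, 1:5; 24 h, 37 deg C, 5% CO2; detection reagent 10 min RT; luminescence.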
# CXXC DNA block: qHTS Fluorescence Polarization Assay for Inhibitors of MLL CXXC domain - DNA interaction; Histone-lysine N-methyltransferase 2A (Homo sapiens), Q03164; MLL-CXXC / FITC-HOXA9 DNA fluorescence polarization; Potency, µM (titrated, usually from 115 µM), inactives show at the top dose activity change, negative = inhibition, usual class: inhibitors; 290,000 compounds, 0.037% hits; AID 2662, 2010; active = well fitted inhibition curve with a large enough effect in the polarisation, with a control signal flat, not every such curve was filed as active; inconclusive = small, poorly fitted or top-dose-only effect, or effect the other way, or a change in a side signal; inactive = no such curve, though single readings can be large or run the other way; the % refers to the polarisation; note: potency is the fitted concentration of half-maximal effect
#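 Purified MLL-CXXC (added from a 7 uM solution) was preincubated 5 min at ambient with pinned compounds in 50 mM Tris-HCl pH 7.5, 50 mM NaCl, 1 mM DTT, 0.05% BSA. Fluorescein-labeled HOX-A9 DNA (50 nM solution) followed, 30 min, then polarization read.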
# TRPV1 agonist: HTS Assay for Compounds that Act as Agonists of the Vanilloid Receptor 1. activation, % at 8.33 µM. Transient receptor potential cation channel subfamily V member 1 (Homo sapiens), Q8NER1. 320,000 compounds, 0.19% hits. TRPV1-expressing cells, Fluo-8 calcium influx, agonist mode; in the data active = activation above about 80%; inconclusive = between about 30% and that limit; note: 0% is about no effect
# Target sequence (Q8NER1 whole entry, looked up): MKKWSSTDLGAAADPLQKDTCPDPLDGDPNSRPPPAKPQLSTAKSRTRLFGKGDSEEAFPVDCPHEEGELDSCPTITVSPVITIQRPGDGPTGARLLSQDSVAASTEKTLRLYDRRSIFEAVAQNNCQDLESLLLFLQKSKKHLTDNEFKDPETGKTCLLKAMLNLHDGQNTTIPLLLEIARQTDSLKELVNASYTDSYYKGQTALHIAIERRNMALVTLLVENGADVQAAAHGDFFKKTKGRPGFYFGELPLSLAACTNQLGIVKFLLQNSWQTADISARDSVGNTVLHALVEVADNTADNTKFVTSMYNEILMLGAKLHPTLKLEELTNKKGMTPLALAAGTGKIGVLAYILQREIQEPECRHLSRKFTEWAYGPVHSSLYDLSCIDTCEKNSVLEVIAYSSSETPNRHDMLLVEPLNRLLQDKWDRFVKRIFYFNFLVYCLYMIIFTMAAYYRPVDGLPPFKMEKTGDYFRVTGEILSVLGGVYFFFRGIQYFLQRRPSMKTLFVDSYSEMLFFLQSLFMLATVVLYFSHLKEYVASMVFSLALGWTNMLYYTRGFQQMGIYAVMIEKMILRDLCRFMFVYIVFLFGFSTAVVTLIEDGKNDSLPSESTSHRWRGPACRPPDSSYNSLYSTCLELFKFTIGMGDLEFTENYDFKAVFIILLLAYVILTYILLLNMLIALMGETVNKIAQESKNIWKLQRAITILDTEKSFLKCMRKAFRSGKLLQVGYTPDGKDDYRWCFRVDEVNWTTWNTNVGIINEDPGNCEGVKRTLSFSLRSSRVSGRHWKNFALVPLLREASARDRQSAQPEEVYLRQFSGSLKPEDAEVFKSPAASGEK
#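 Fluo-8 calcium influx in TRPV1-expressing cells, kinetic read (ex 480/em 520 nm). Compound added and read 3 min for agonist activity, followed by capsaicin at EC20 final and 2 min further read for enhancement.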
# a7 integrin act: qHTS for Activators of Integrin-Mediated Alleviation for Muscular Dystrophy; alpha7betagal myoblasts, beta-gal FDG fluorescence, 48 h; Potency, µM (top dose mostly 38.3 µM), for the others: at the top dose activation, hits mostly activators; 350,000 compounds, 0.064% hits;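 note: potency is the fitted concentration of half-maximal effect; 100% = response of the positive control SU9516; nearly all actives have a fitted effect of over 60% in size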
#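 Alpha7betagal+/- myoblasts (passage 13) were plated 16-24 hr, then exposed to compounds (1:260 dilution of DMSO stock) for 48 hours at 37C. After MPER lysis, β-galactosidase reporter activity was read as FDG fluorescence (ex 480/em 540) after 30 minutes.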
# BRCA1 expr up: qHTS Assay to Identify Small Molecule Activators of BRCA1 Expression | 380,000 compounds, 1.1% hits | MCF7-BRCA1-FFLuc reporter, luminescence, 48 h; response scale: scaled: vehicle 0%, 10 µM genistein 100% | Potency, µM (highest dose often 46.1 µM), for the others: at the top dose activation, most hits filed as activators | AID 624202, 2012; note: potency is the fitted concentration of half-maximal effect; nearly all actives have a fitted effect of over 80% in size; some results filed as inactive show a strong effect at the top dose
#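 MCF7 cells carrying a BRCA1-firefly luciferase reporter (2000 cells/well, phenol-red free MEM) were attached for 2 h at 37 °C, then given compounds for 48 h. Luminescence was read 15 min after luciferase reagent; activity normalized to genistein (10 microM) and DMSO.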
# TCR act: Activators of T cell receptors: qHTS campaign | primary human leukocytes, anti-CD3, IL-2 HTRF, 48 h | Potency, µM (top dose mostly 9.22 µM), inactives show at the top dose activation of IL-2 secretion, actives largely listed as activators | 330,000 tested, under 10 active | AID 504894, 2011; note: % of control where 0% means no effect
#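 1) Mix primary human leukocytes, a-CD3 beads and compound. 2) Incubate 48 hr. 3) Add HTRF IL-2 reagents (a-IL-2-K, a-IL-2-d2).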
# * hit, by the source's call; ? = inconclusive; . = not tested or not shown; & = joins results of further samples; [ ] = another dose, or the depositor's remark. Unless noted, calls come from the whole dose curve; as a rule, active = well fitted curve in the direction sought with a large enough effect; inconclusive = small, poorly fitted or top-dose-only effect, or another doubt; inactive = no such curve, though single readings can be large; an effect the other way counts as inactive or inconclusive.
SMILES,B2AR arrestin,BRCA1 expr up,AT treatment,TRPV1 agonist,CXXC DNA block,PTAP TSG101 blk,ELG1 DNA repair,p53 reactivation,a7 integrin act,TCR act
Cc1c(CN(C)C(=O)/C=C/c2ccc([N+](=O)[O-])cc2)cnn1C,0.5%,4%,1%,-1,-28%,-3%,2%,3%,13%,0%[46.1 µM]
O=C(NCc1ccncc1)Nc1ccc2c(c1)OCO2,-1.1%,12%,9%,-5,-2%,0%,?,12%,-10%,2%
O=C(Nc1ccccc1N1CCN(c2ccccc2)CC1)c1ccccc1,0.1%,-14%,0%,15,5%,0%,-8%,-1%,2%,7%
O=C1CSC(c2ccc3c(c2)OCO3)N1c1ccc(Oc2ccccc2)cc1 (centres undefined),-3.4%,5%[1.84 µM],-5%,8,-6%,1%,-10%,4%,17%,6%
COc1cc(CC(=O)NCc2ccc3c(c2)OCO3)cc(OC)c1OC,-0.2%,0%,-7%,-1,19%,-4%,0%,4%,5%,4%
Cc1cc(NN)nc(NS(=O)(=O)c2ccccc2Cl)n1,-0.9%,-5%,8%,-2,-29%,-1%,0%,-2%,-19%,-3%
O=C(OCc1nnc(-c2ccc(Cl)cc2)o1)c1ccncc1,-0.1%,0%,-3%,22,3%,0%,5%,4%,5%,-7%
O=C(c1ccc([N+](=O)[O-])s1)N1CCN(c2cccc(Cl)c2)CC1,-0.4%,-78%,4%,?,-7%,-6%,?,16%,0%,10%[46.1 µM]
COc1cc(N)ccc1-c1cc2ccccc2oc1=O,0.5%,24%,8%,-3,-6%,-4%,3%,-5%,6%,1%
CCC(C)C(=O)Nc1nc2c(s1)C(=O)CC(C)(C)C2 (centres undefined),0.3%,8%,10%,-3,7%,-1%,16%,17%,15%,-15%[46.1 µM]
O=C(O)C1(P(=O)(c2ccccc2)c2ccccc2)CCCC1,-0.4%,6%,-10%,1,-4%,0%,?,3%,-18%,-5%
Cc1nnc(SC(C(=O)c2ccccc2)c2ccccc2)[nH]c1=O (centres undefined),-0.4%,-5%,0%,-1,-3%,0%,-13%,-1%,-28%,-1%
N=C1C(c2ccccc2)=C(O)CN1CCCO,-0.5%,-20%,-2%,0,4%,-5%,-18%,-3%,-19%,0%
Cc1noc(C)c1COC(=O)Cn1c(C)nc2ccccc21,0.1%,-8%,16%,0,-9%,-5%,-17%,2%,24%,-4%
CCCN(CCC)CCCNC(=O)c1cn(CC)c2ccc(S(=O)(=O)N(C)C3CCCCC3)cc2c1=O,-0.8%,3%&-26%,-5%,12,-2%,-6%,2%,-8%,-24%,-6%
Cc1nnsc1S(=O)(=O)c1ccccc1,0.4%,-18%,-7%,-1,-4%,-1%,18%,3%,-16%,-4%
CC1CCCCC1NC(=O)/C(C#N)=C/c1ccc(OCC(N)=O)cc1 (centres undefined),-0.7%,-21%,-4%,12,2%,0%,2%,-10%,-22%,1%[46.1 µM]
O=C(COC(=O)c1cn(-c2ccccc2)nc1-c1cccnc1)NC1CC1,0.3%,-14%,5%,7,3%,-3%,-20%,-3%,-17%,-9%
CC(C)CC1C(C#N)=C(N)Oc2n[nH]c(-c3cccs3)c21 (centres undefined),0.5%,4%,-2%,-1,3%,-6%,10%,3%,20%,6%
O=C(Nc1ccccc1N1CCOCC1)c1cc(Br)c(Br)s1,-0.4%,-13%,3%,4,4%,0%,2%,-1%,4%,1%
CCC(C(=O)NC1CCCCC1)n1c(SCc2ccc(F)cc2)nc2ccncc21 (centres undefined),-0.1%,0%&-23%,-5%,-1&-2,10%,-3%,-13%,17%,-23%,-4%
CC[C@@]12C(=O)N(c3cccc(C)c3)C(=O)N1[C@H](c1ccc(OC)cc1)[C@@H]1C(=O)N(C(C)(C)C)C(=O)[C@@H]12,-2.6%,16%,0%,11,3%,.,13%,9%,23%,8%
CCOC(=O)c1cc2c(nc1NC(=S)Nc1ccccc1)CC(C)(C)OC2,-0.2%,3%,2%,-9,1%,-4%,-3%,1%,29%,-2%[46.1 µM]
Cn1c(CO)c(-c2ccccc2)c2cc([N+](=O)[O-])ccc21,-0.1%,-41%,10%,16,1%,-8%,-26%,-9%,-31%,6%
Cc1cc(=O)oc(C)c1C(=O)N[C@@H](Cc1ccccc1)C(=O)O,-0.5%,15%,-2%,2,9%,-6%,5%,1%,13%,-3%
CN=C(Nc1ccc(C(=O)OC)cc1)SC1CC(=O)N(c2ccccc2F)C1=O (centres undefined),0.0%,-17%,4%,7,17%,0%,-13%,1%,20%,2%
CC(NC(=O)Cn1cc2c(n1)CCCCC2)c1ccccc1 (centres undefined),0.9%,3%,21%,4,-1%,-2%,?,3%,-10%,-3%
CCc1nc(Nc2ccccc2)c2nnn(Cc3ccccc3)c2n1,-0.2%,1%,7%,3,2%,3%,?,.,4%,-2%
CCc1nc(SCC(=O)NCCc2ccccc2)n[nH]1,0.1%,-13%,9%,2,-3%,-2%,-2%,0%,9%[1.53 µM],-2%
O=C1C2CCCN2C(c2cccs2)N1c1ccc(F)cc1 (centres undefined),-0.4%,16%,4%,-5,7%,2%,-3%,-1%,26%,6%
COc1cc(/C=N/NC(=O)c2cccc3ccccc23)cc(OC)c1O,-0.3%,3%,6%,28,12%,-4%,-1%,13%,?,4%
C=CCN1C(=O)NC2(O)C(=O)c3ccccc3C12O (centres undefined),-0.2%,1%,1%,?,-3%,-4%,3%,-4%,10%,10%
Nc1ccc(S(=O)(=O)NC(Cc2ccccc2)C(=O)O)cc1 (centres undefined),0.2%,6%,-2%,-2,-7%,0%,-6%,.,?,.
CN(C)CCN(C(=O)c1ccc2c(c1)OCCO2)c1nc2cc3c(cc2s1)OCO3,-0.9%,53%,-3%,-13,3%,-1%,26%,-6%,21%,7%
O=C(/C=C/c1cccs1)NCc1ccccc1,-0.1%,14µM*,-1%,14,-2%,-5%,?,2%,-2%,-226%
Cc1ccc2c(c1)C(c1ccccc1)N(C(=O)c1cc3ccccc3oc1=O)CC(=O)N2 (centres undefined),-0.3%,-9%,1%,?,11%,-14%,7%,0%,9%,-6%
CCCCC1CCC(C(=O)N(CCCC)c2c(N)n(CCCC)c(=O)[nH]c2=O)CC1 (centres undefined),-0.1%,6%,13%,2,21%,-1%,?,2%,13%,2%
COc1ccc(S(=O)(=O)N2CCOCC2)cc1NC(=O)c1cccc(Cl)c1,-1.0%,-19%,?,3,-5%,-3%,-8%,.,?,-1%
CC1(C)Oc2ccc(C(=O)N3CCc4ccccc43)cc2N(CC(=O)N2CCCC2)C1=O,-0.7%,-33%,7%,2,1%,-5%,-2%,-5%,-29%,-15%
CCOC(=O)N1CCN(C(=S)NC(=O)c2ccc(Br)cc2)CC1,0.0%,1%,2%,-3,-9%,-2%,-18%,-8%,-8%,-5%
Cc1c(CC(=O)O)c(=O)oc2c(C)c(OCc3c(F)cccc3Cl)ccc12,-0.3%,-8%,0%,2,-5%,-3%,1%,0%,-6%,0%
CCn1c(SC(C)C(=O)NC2CCCC2)nc2cc(S(N)(=O)=O)ccc21 (centres undefined),-0.2%,1%,-13%,-7,.,-5%,17%,-1%,0%,-1%
COC(=O)Cn1c(=O)sc2ccccc21,-0.1%,4%,-3%,0,-1%,-6%,11%,-6%,7%,5%
COc1cccc(/C=C/C(=O)NCCc2ccc(OC)c(OC)c2)c1,-0.2%,-9%,-4%,23,13%,-1%,-1%,-19%,-7%,0%[46.1 µM]
COc1ccc(CN2CCCC(C(=O)N3CCCCC3)C2)cc1OC (centres undefined),-0.5%,3%,2%,3,-5%,0%,-19%,3%,-25%,0%
COc1cccc(N2CCN(c3ccc(N4C(=O)CCC4=O)cc3[N+](=O)[O-])CC2)c1,0.0%,-3%,-1%,-4,-6%,-3%,-14%,-8%,-1%,-1%
